Screens from PubChem BioAssay.
Tn7 DDE FP: inhibitors of Tn7 peptide binding to fibrin DD(E), primary screen, biochemical, fluorescence polarization, human fibrin, Tn7 probe | Fibrinogen beta chain (Homo sapiens), P02675 | FP displacement of FITC-Tn7 peptide from fibrin DD(E); 0% = median of compound wells per plate | inhibition, % at 8.3 µM | 370,000 compounds, 0.13% hits;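 active = inhibition above the mean of compounds falling within the control limits plus 3 SD of them, cut at about 14% in these data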;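 note: 0% = plate median of compound wells and 100% = 10 µM Aha-Tn7 peptide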
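Assay system: Human fibrin DD(E) protein | Medium: Tris buffer with calcium and detergent, pH 7.8 | Reagent: 0.1 µM fluorescent Tn7 | Compound dosing: Single point at 8.3 µM | Times: 10 min preincubation, 3 h with tracer, room temperature | Detection: Fluorescence polarization of the labelled Tn7 tracer | Controls: Aha-Tn7 high control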
DDE Tn6 FP inh: inhibitors of Tn6 peptide binding to fibrin DD(E), primary screen, biochemical, fluorescence polarization, human fibrin, Tn6 probe; Fibrin DD(E) TRITC-Tn6 fluorescence polarization displacement; inhibition, % at 8.3 µM; 370,000 compounds, 0.21% hits; AID 720509, 2013;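 active = inhibition above a per-campaign cutoff: mean of compounds within control limits plus 3 SD, cut at about 15% in these data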;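 note: 0% = median of all compound wells on the plate and 100% = blocking peptide control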
PLCg1 inh: PLC-gamma1 enzyme inhibitors, primary screen, biochemical, fluorescence, purified enzyme; inhibition, % at 12.2 µM; AID 720700, 2013; 370,000 compounds, 0.84% hits; 1-phosphatidylinositol 4,5-bisphosphate phosphodiesterase gamma-1 (Homo sapiens), P19174; fluorogenic substrate; in the data active = inhibition above about 9.5%
UHRF1 MBD2 ctr: UHRF1 methylated DNA binding inhibitors, primary screen, counter-screen for MBD2 inhibitor project, biochemical, TR-FRET, human UHRF1, single concentration; E3 ubiquitin-protein ligase UHRF1 (Homo sapiens), Q96T88; UHRF1 binding to methylated oligo; inhibition, % at 4.4 µM; 370,000 compounds, 0.75% hits; AID 687016, 2013; in the data active = inhibition above about 21%;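 note: UHRF1 SRA domain binding a hemimethylated CpG hairpin DNA probe; 0% = median of test compound wells and 100% = reference inhibitor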
Target sequence (Q96T88 whole entry, looked up, the tested form may be a part): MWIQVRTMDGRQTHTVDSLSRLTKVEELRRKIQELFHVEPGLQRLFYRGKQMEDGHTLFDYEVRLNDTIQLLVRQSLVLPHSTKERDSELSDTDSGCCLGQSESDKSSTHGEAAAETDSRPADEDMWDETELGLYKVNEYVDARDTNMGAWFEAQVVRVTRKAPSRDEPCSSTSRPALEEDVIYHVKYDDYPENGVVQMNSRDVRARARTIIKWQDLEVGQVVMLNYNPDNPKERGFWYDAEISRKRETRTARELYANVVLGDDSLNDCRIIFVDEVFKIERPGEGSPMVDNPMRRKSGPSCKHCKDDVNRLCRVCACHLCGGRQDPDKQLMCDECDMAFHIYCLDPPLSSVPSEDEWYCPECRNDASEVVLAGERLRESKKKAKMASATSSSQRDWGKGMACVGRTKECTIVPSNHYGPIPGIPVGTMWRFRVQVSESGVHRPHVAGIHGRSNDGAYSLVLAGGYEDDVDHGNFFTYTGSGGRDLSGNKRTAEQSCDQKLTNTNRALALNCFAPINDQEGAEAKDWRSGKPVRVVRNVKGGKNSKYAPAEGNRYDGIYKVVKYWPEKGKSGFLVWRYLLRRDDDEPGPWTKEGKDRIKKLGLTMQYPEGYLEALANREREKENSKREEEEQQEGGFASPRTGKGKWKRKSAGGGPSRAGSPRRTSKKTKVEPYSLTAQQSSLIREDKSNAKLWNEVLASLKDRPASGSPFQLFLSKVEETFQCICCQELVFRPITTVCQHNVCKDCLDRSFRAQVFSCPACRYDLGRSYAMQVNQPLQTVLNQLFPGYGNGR
ASAP1 GAP inh: inhibitors of human ASAP1 ArfGAP activity, primary screen, biochemical, fluorescence polarization; 360,000 compounds, 0.19% hits; AID 624377, 2012; ASAP1-stimulated ARF1 GTP hydrolysis, GDP FP detection; inhibition, % at 16.5 µM; in the data active = inhibition above about 25%;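 note: 0% = vehicle with enzyme and substrate and 100% = no enzyme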
ARFGAP1 inhibitor: inhibitors of rat ARFGAP1 GAP activity, primary screen, biochemical, fluorescence polarization, GDP tracer; ADP-ribosylation factor GTPase-activating protein 1 (Rattus norvegicus), Q62848; Arfgap1-stimulated ARF1 GTP hydrolysis, GDP FP detection; 360,000 compounds, 0.26% hits; AID 651572, 2012; inhibition, % at 16.5 µM;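 active = inhibition above a per-plate limit, mean inhibition of low control wells plus 3 SD, cut at about 25% in these data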;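 note: 0% = DMSO wells with enzyme and 100% = wells lacking Arfgap1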
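Assay system: Rat Arfgap1 GAP domain (His6, aa 1-136), purified enzyme | Buffer or medium: HEPES 25 mM pH 7.5, NaCl 150 mM, MgCl2, DTT | Schedule: GTP hydrolysis reaction 2 h at 25 °C | Signal: FP of antibody-bound GDP Alexa 633 tracer, ex 620/em 688 nm | Measure: Percent inhibition of Arfgap1-stimulated GTP hydrolysis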
ADAM17 inh: ADAM17 inhibitors, primary screen, biochemical, QFRET. AID 720648, 2013. recombinant ADAM17, EDANS/DABCYL FRET peptide cleavage. 370,000 compounds, 0.83% hits. inhibition, % at 6.95 µM. Disintegrin and metalloproteinase domain-containing protein 17 (Homo sapiens), P78536;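 active = inhibition above the mean of compounds lying between control limits plus 3 SD, set per campaign, cut at about 8.5% in these data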;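 note: 0% = DMSO-only wells as the low control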
MBD2 inh: inhibitors of MBD2 binding to methylated DNA, primary screen, biochemical, TR-FRET, DNA-binding domain, human. MBD2 binding to methylated oligonucleotide. inhibition, % at 4.4 µM. 370,000 compounds, 0.31% hits; in the data active = inhibition above about 13%
PLC-beta3 inh: human PLC-beta3 inhibitors, primary screen, biochemical, fluorescence | 1-phosphatidylinositol 4,5-bisphosphate phosphodiesterase beta-3 (Homo sapiens), Q01970 | Purified PLC-beta3, fluorogenic substrate | AID 720704, 2013 | inhibition, % at 12.2 µM | 370,000 compounds, 0.18% hits; in the data active = inhibition above about 11%;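 note: 0% = median of compound wells on plate and 100% = full blocker control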
proKLK7 act: proKLK7 zymogen activators, primary screen, biochemical, fluorescence intensity; 370,000 compounds, 0.9% hits; Kallikrein-7 (Homo sapiens), P49862; purified proKLK7, EDANS-DABCYL substrate fluorescence; 100% is mature enzyme control, 0% vehicle; activation, % at 7 µM;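 active = activation above the mean of all tested compounds plus 3 SD, computed per campaign excluding outliers beyond control limits, cut at about 13% in these data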
Target sequence (P49862 whole entry, looked up): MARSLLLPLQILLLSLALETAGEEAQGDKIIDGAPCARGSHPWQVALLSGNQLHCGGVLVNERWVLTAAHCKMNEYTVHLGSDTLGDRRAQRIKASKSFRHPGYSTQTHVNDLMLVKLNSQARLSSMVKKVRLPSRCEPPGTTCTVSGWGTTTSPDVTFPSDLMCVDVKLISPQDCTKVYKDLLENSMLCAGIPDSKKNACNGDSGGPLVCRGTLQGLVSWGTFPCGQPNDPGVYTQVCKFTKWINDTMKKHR
Active calls of the source: *; i = inactive.

SMILES | Tn7 DDE FP | DDE Tn6 FP inh | PLCg1 inh | UHRF1 MBD2 ctr | ASAP1 GAP inh | ARFGAP1 inhibitor | ADAM17 inh | MBD2 inh | PLC-beta3 inh | proKLK7 act
Cc1cccc(NC(=O)c2cc3n(n2)C(C(F)(F)F)CC(c2ccc4c(c2)OCO4)N3)c1 (stereo unspecified) | 11 | -3 | -2 | 2 | -11 | 11 | 5 | 4 | -5 | -0.4
Cc1ccc(OCC(=O)Oc2ccc(C)c(C)c2)cc1 | 7 | 10 | -2 | 1 | -1 | 11 | -5 | 0 | -10 | -0.4
Cc1c(Cl)c(=O)n2c(=O)c(Cl)c(C)n12 | -2 | -5 | i | -5 | 7 | 9 | -312 | 3 | i | -112
CCc1nc2c(OCc3ccc(F)c(F)c3)cccn2c1N(C)C(=O)c1ccc(OC)cc1 | -8 | -4 | -3 | 0 | -12 | 0 | -4 | 5 | -3 | 0.5
Cc1cc2c(cc1C)C(=O)C(=O)N2 | -5 | 0 | 3 | -15 | 0 | 0 | 0 | -25 | 2 | 0.2
CN(CC(=O)Nc1ccccc1Cl)CC(=O)Nc1c(F)cccc1F | 2 | -2 | -3 | 4 | 11 | 6 | -5 | 6 | -4 | -0.7
O=C1c2ccccc2C(=O)N1OCc1ccccc1 | 2 | -2 | 4 | 3 | 9 | -12 | 1 | -1 | 6 | 0.6
COC(=O)C1=C(C)NC2=C(C(=O)CC(C)(C)C2)C1c1ccccn1 (stereo unspecified) | -6 | -3 | -267 | 0 | -4 | 18 | -174 | -2 | -340 | 3.5
COc1ccc(C(=O)NCCCNC(=O)c2cnccn2)cc1 | 8 | 1 | -1 | 0 | 3 | 14 | -3 | 1 | -4 | 0.0
O=C(CSc1nnnn1-c1ccccc1)Nc1ccc(N2CCOCC2)c(Cl)c1 | -7 | -6 | 1 | 1 | 9 | 4 | -2 | -6 | 5 | -0.7
COc1cc(CN2CCC(Cc3ccccc3)CC2)cc([N+](=O)[O-])c1O | -13 | 0 | 3 | -6 | 4 | 7 | 0 | -13 | -1 | -0.1
CC1=CC(=O)C=C(C)C1=NOC(=O)c1cccc([N+](=O)[O-])c1 | -11 | -2 | 5 | -4 | -3 | 10 | 2 | -5 | 0 | -0.1
O=c1[nH]c2cc3c(cc2cc1CN(CCCO)C(=S)NCc1ccco1)OCO3 | -3 | 2 | -31 | 0 | -7 | 5 | -91 | -2 | -46 | 0.6
CSCCC(NC(=O)COc1ccccc1)C(=O)OCc1ccc(Cl)cc1 (stereo unspecified) | -1 | -4 | -2 | -2 | -1 | -5 | -1 | 1 | -9 | 0.5
O=C1[C@@H](Oc2ccccc2)[C@@H](c2cnc3ccccc3c2)N1c1ccccc1 | 1 | -5 | 1 | 0 | 7 | 3 | 2 | 3 | -1 | 0.9
Cc1cc(C)cc(Cn2c3ccc(NC(=O)NCc4ccccc4)cc3c(=O)n2C)c1 | -6 | 3 | -420 | -1 | 5 | -7 | i | 1 | -487 | -1.9
O=C(c1ccc(Cl)cc1)N1CCCCC(Sc2nnc(-c3ccc4c(c3)OCO4)o2)C1=O (stereo unspecified) | 5 | -3 | -1 | -2 | 0 | -5 | -6 | 0 | 1 | -0.4
O=C(Nc1cccc2cccnc12)C1CCCC1 | 1 | 3 | -1 | 2 | 0 | -2 | -5 | 4 | 2 | 0.2
Cc1ccccc1-c1csc(C(C)(O)c2ccccc2)n1 (stereo unspecified) | 2 | 4 | 3 | -2 | -4 | 6 | 4 | -5 | 5 | -0.4
O=C(Nc1cc2nn(-c3ccccc3)nc2cc1Cl)c1ccco1 | -2 | 3 | -5 | 2 | 11 | 2 | -6 | -2 | -6 | -0.4
COCCN1CN=C(NS(=O)(=O)c2ccc(C)cc2)NC1 | 4 | -3 | 0 | -2 | -2 | 5 | 1 | 0 | -6 | 0.2
Cc1cc(N2CCN(C(=O)OC(C)(C)C)C[C@H]2C)ccc1N1CCN(Cc2ccccc2)[C@@H](C)C1 | 2 | 0 | 0 | -1 | -10 | 19 | -2 | 2 | 3 | 0.0
Cc1cc(-c2sccc2C)nc(-n2cccc2)n1 | 6 | 15 | -73 | 3 | 1 | 7 | -29 | 0 | -101 | -1.8
CCOC(=O)N1CCN(C(=O)CSc2ccc(-c3ccc(OC)c(OC)c3)nn2)CC1 | 8 | 3 | -1 | 7 | 8 | 0 | -1 | -2 | -9 | -0.5
Cn1c(N)c(C(=O)COC(=O)C2CCCC2)c(=O)n(C)c1=O | 1 | 4 | 2 | -1 | 3 | -13 | 0 | 0 | 2 | -0.4
CN(C)[C@@H](CO)c1nnc([C@H](CC(=O)O)NC(=O)C2CCNCC2)o1 | -3 | 1 | 1 | 0 | -8 | -2 | -4 | 3 | 0 | -0.4
COc1ccccc1NC(=O)c1ccc(CN(c2cc(Cl)ccc2C)S(=O)(=O)c2ccccc2)cc1 | -4 | -1 | 1 | 2 | 0 | -3 | -1 | -2 | 1 | 0.1
FC(F)C(F)(F)Oc1cccc(Nc2nccn3c(-c4cccc5ccccc45)cnc23)c1 | 1 | -3 | -31 | -1 | 3 | 10 | -6 | -1 | -27 | -7.2
Cc1cccc(CCNC(=O)CCc2c(C)nc3ncnn3c2C)c1 | 10 | 4 | -3 | 1 | 2 | -1 | -6 | 4 | -1 | 0.2
CCNc1nc(OC)nc(Oc2ccc(C(=O)OC)cc2)n1 | 4 | 3 | 0 | 0 | 0 | 4 | 0 | 3 | 3 | 0.1

A few values from the list.
ASAP1 GAP inh, FC(F)C(F)(F)Oc1cccc(Nc2nccn3c(-c4cccc5ccccc45)cnc23)c1 stands at 3
PLCg1 inh, O=C(CSc1nnnn1-c1ccccc1)Nc1ccc(N2CCOCC2)c(Cl)c1 stands at 1

The listing continues.
SMILES | Tn7 DDE FP | DDE Tn6 FP inh | PLCg1 inh | UHRF1 MBD2 ctr | ASAP1 GAP inh | ARFGAP1 inhibitor | ADAM17 inh | MBD2 inh | PLC-beta3 inh | proKLK7 act
Cc1ccc(NC(=O)c2cc(F)c(F)cc2Cl)nc1 | 0 | 5 | -2 | 0 | -5 | -6 | -3 | 3 | -7 | -0.1
COc1ccc(C(=O)N2CCOC2CNC(=O)C(=O)NCc2ccc3c(c2)OCO3)cc1 (stereo unspecified) | 5 | -6 | -2 | -1 | 2 | 1 | -6 | -5 | -5 | 0.1
Cc1cc(C)nc(N/N=C/c2ccc3c(c2)OCCO3)n1 | -7 | -3 | 0 | 0 | 12 | 0 | 3 | 4 | -22 | -0.3
COc1ccc(NC(=O)c2cc(-c3cc(Cl)ccc3C)n[nH]2)c(OC)c1 | 12 | 3 | -1 | 0 | -6 | 12 | 9.9* | 2 | -4 | -0.6
COc1ccccc1CNC(=O)c1c(N)n(CCCN2CCOCC2)c2nc3ccccc3nc12 | 2 | -6 | i | -6 | 17 | -4 | -418 | -3 | i | -30
O=C(NCC1CCCO1)c1ccc(COc2ccccc2Br)cc1 (stereo unspecified) | 2 | 4 | 0 | 1 | -5 | 6 | 1 | 4 | -1 | -0.1
COc1ccc(C/C(O)=C(\C#N)c2nc3ccccc3[nH]2)cc1OC | -6 | -4 | -4 | 0 | -14 | 11 | -3 | 2 | -3 | 0.5
Nn1c(COc2ccccc2)nnc1SCC(=O)O | -5 | 0 | 0 | 4 | 4 | 2 | -6 | 1 | -1 | 0.5
CCCc1nc(SCC(=O)N2CCC(C)CC2)c2c(=O)n(C)c(=O)n(C)c2n1 | -3 | 8 | 3 | 0 | 3 | -9 | 2 | 6 | -5 | 0.5
O=C(Nc1ccc(-c2csc(Nc3cccc(C(F)(F)F)c3)n2)cc1)c1cccc(C(F)(F)F)c1 | 4 | -1 | 3 | -1 | 16 | 8 | 2 | -3 | 1 | 0.3
COc1ccc(Nc2nc(N)c(C(=O)c3ccc(OC)cc3)s2)cc1 | 7 | -4 | -28 | -2 | 0 | 1 | 2 | -1 | -41 | -0.4
O=C(NNC(=O)c1ccc(Br)cc1)c1ccncc1 | -1 | 3 | -3 | 0 | 17 | 7 | -2 | 4 | -5 | -0.2
c1ccc(OCCSc2nc3ccccc3[nH]2)cc1 | 4 | 6 | 5 | 1 | 3 | -3 | 4 | 1 | 1 | 0.0
CCN(C(=O)c1cnc2scc(C)n2c1=O)c1ccccc1C | -2 | -6 | -1 | -3 | 9 | 14 | -6 | 1 | 3 | 0.2
COc1ccc(CNC(N)=O)cc1 | -4 | -3 | -1 | 5 | 6 | 3 | 0 | 5 | 3 | -0.6
CCn1c(SCC(=O)OC2CCCCC2)nc2ccccc2c1=O | 4 | -4 | 4 | 9 | -5 | -8 | -3 | 3 | 2 | -0.1
O=C(O)C1CCN(C(=O)CCN2C(=O)S/C(=C\c3ccccc3)C2=O)CC1 | -4 | -2 | 3 | 0 | 1 | 2 | 1 | 2 | -4 | 0.1
Nc1nc2ccccc2n1C(=O)CCc1ccccc1 | 6 | -6 | -3 | 3 | -5 | 4 | -5 | 7 | 0 | 0.1
Cc1ccc(Cc2c(-c3ccc(Br)cc3)nc3ccc(Br)cn23)cc1 | 1 | 1 | -8 | 9 | -3 | -15 | -3 | 0 | -17 | -0.8
COC(=O)N/N=C/c1cc(N=Nc2ccccc2)ccc1O | 7 | -6 | 4 | -1 | -5 | 8 | -2 | -2 | -7 | -0.1
OCCN1CCN(Cc2cc(Cl)c3cccnc3c2O)CC1 | -6 | 6 | -28 | -10 | 0 | -1 | 0 | -10 | -39 | -0.3
COc1ccccc1-c1cc(NC(C)=O)c2ncc(-c3ccc(S(C)(=O)=O)cc3)n2c1 | -4 | -3 | -400 | -3 | 4 | 3 | -186 | -2 | i | -33
O=C(C(c1ccccc1)N1CCOCC1)N1CCOCC1 (stereo unspecified) | -4 | -7 | 3 | 2 | 14 | 14 | 2 | 1 | 6 | 1.0
CCN(CC(=O)Nc1ccccc1C(F)(F)F)CC(=O)NC1CC1 | 4 | 0 | -2 | 0 | 12 | -7 | -9 | -1 | -8 | 0.0
Cc1nc(Cc2nnc(SCC(=O)N3c4ccccc4NC(=O)C3(C)C)o2)cs1 | 6 | 7 | 1 | 0 | -12 | -11 | 0 | -9 | 1 | 0.5
